# Bioassay records (PubChem BioAssay)
# TDP1 cell CPT: qHTS for Inhibitors of human tyrosyl-DNA phosphodiesterase 1 (TDP1): qHTS in cells in presence of CPT; chicken DT40 Tdp1-/-;hTDP1 cells + 20 nM CPT, ATP luminescence, 48 h; Potency, µM (titrated, usually from 46.2 µM), without a hit: at the top dose activity change, negative = growth inhibition, hits mostly inhibitors; 420,000 compounds, 12% hits; AID 686979, 2013; note: nearly all actives have a fitted effect of over 55% in size
#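 Cell growth measured by CellTiter-Glo luminescence after a minimum 48 h, 37 C compound exposure with 20 nM CPT in Tdp1-knockout DT40 cells stably expressing hTDP1, seeded 400/well; qHTS titration format.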
# TDP1 inh: qHTS Assay for Inhibitors of Tyrosyl-DNA Phosphodiesterase (TDP1); recombinant TDP1, AlphaScreen DNA substrate cleavage; 350,000 compounds, 0.28% hits; Potency, µM (highest dose often 130 µM), for the others: at the top dose activity change, negative = inhibition, actives largely listed as inhibitors; Tyrosyl-DNA phosphodiesterase 1 (Homo sapiens), Q9NUW8; note: nearly all actives have a fitted effect of over 40% in size
# Target sequence (Q9NUW8 whole entry, looked up): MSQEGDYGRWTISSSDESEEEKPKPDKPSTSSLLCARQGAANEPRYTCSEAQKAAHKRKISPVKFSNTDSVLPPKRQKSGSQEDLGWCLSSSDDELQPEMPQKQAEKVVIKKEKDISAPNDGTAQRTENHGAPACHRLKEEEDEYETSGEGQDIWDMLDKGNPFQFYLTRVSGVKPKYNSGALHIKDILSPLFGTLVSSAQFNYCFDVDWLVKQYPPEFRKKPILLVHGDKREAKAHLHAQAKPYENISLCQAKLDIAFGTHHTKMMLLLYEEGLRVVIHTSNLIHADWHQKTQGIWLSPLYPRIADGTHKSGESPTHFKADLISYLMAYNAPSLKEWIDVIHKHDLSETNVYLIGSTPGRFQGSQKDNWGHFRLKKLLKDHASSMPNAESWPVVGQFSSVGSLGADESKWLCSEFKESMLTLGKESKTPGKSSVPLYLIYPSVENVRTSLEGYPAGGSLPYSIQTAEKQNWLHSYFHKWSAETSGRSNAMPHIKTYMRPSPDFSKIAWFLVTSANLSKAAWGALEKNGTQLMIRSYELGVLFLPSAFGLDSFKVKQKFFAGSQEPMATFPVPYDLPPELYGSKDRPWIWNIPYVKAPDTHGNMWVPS
#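 Recombinant E. coli-expressed Tdp1 (1 nM) preincubated with compound 15 min at RT, then 5'-biotin/3'-phosphotyrosine-FITC DNA substrate (15 nM) added for 5 min. AlphaScreen beads (10 ug/ml) added, 10 min RT; tyrosine-FITC cleavage read as signal loss.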
# DT40 TDP1 no CPT: qHTS for Inhibitors of human tyrosyl-DNA phosphodiesterase 1 (TDP1): qHTS in cells in absence of CPT; AID 686978, 2013; Potency, µM (titrated, usually from 46.2 µM), for inactives: at the highest dose activity change, negative = growth inhibition, hits mostly inhibitors; 420,000 compounds, 15% hits; DT40 Tdp1-/- hTDP1 cells, no CPT, ATP luminescence, 48 h; note: nearly all actives have a fitted effect of over 55% in size
#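 A cellular qHTS used chicken DT40 cells lacking endogenous Tdp1 but carrying stably transfected human TDP1. Compounds were applied without camptothecin, and cell growth kinetics were judged by ATP-dependent luminescence after ≥48 hr.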
# * = called active by the depositor; ? = inconclusive; . = no result given; & = joins results of further samples; [ ] = remark or other dose. Calls come from the whole dose curve; as a rule, active = well fitted curve in the direction sought with a large enough effect; inconclusive = small, poorly fitted or top-dose-only effect, or another doubt; inactive = no such curve, though single readings can be large; an effect the other way counts as inactive or inconclusive. % is set by controls: 0 for no effect and ±100 for the full control effect; potency is the fitted concentration of half-maximal effect.
# Start of the listing, in advance (16 entries):
SMILES,TDP1 cell CPT,TDP1 inh,DT40 TDP1 no CPT
CCC/C=C/c1ccc(CN2C(CC(C)C)C(=O)N(Cc3cn(CC4CCCCC4)nn3)CCS2(=O)=O)cc1 (stereo not given),?,.,23.1µM*
Cc1ccc(S(=O)(=O)Cc2cc(F)c([N+](=O)[O-])cc2[N+](=O)[O-])cc1,3.66µM*,16.9%,2.91µM*
Cc1ccc(-n2c(=O)c3oc4ccccc4c3n(Cc3cccc(F)c3)c2=O)cc1C,25.9µM*,0.0%,?
CC1(C)Cc2c(cnn2-c2cccc(F)c2)C(NC(=O)c2cc[n+]([O-])cc2)C1 (stereo not given),15.0%,0.2%,-4.8%
CCOC(=O)Cc1nnc2c(Nc3ccc(C)cc3)nc3nonc3n12,-22.8%,9.1%,-20.3%
NNC(=O)c1ccc(-c2cccc([N+](=O)[O-])c2)o1,?,-2.7%,-9.6%
S=C(NCc1cccs1)NCC1CCCO1 (stereo not given),26.9%,2.7%,-8.0%
Cc1csc2ncnc(NNC(=O)c3ccc(Cl)cc3)c12,?,2.9%,10.3µM*
O=C(Nc1ccc(Cl)cc1C(=O)N1CCCCC1)c1ccco1,13.6%,.,8.5%
Cc1ccccc1NC(=O)c1ccc([N+](=O)[O-])o1,?,3.6%,11.6µM*
CCc1ccccc1NC(=O)CSC1=C(C#N)C(c2ccc(O)c(OC)c2)C2=C(CCCC2=O)N1 (stereo not given),20.6µM*,4.4%,23.1µM*
CC(=O)NC12CC3CC(C1)CC(C(=O)N(C)CC(=O)Nc1ccccc1Cl)(C3)C2,13.7%,4.2%[0.505 µM],-24.6%
COc1cc(NC(=S)NN2CCOCC2)cc(OC)c1,-12.6%,.,4.1%
Cc1cc(=O)[nH]c(SCC(=O)NC2CCCCC2)n1,-1.5%,.,1.4%
CCCN1C(C(=O)c2ccccc2)=C(OC(=O)COc2ccccc2)c2ccccc2S1(=O)=O,4.11µM*,9.8%,4.11µM*
C/C(=N\N=C(/N)SC1CC(=O)N(c2ccc(Br)cc2)C1=O)c1cccs1 (stereo not given),0.7%,7.8%,-5.5%

# The list itself, from the first entry:
SMILES,TDP1 cell CPT,TDP1 inh,DT40 TDP1 no CPT
CCC/C=C/c1ccc(CN2C(CC(C)C)C(=O)N(Cc3cn(CC4CCCCC4)nn3)CCS2(=O)=O)cc1 (stereo not given),?,.,23.1µM*
Cc1ccc(S(=O)(=O)Cc2cc(F)c([N+](=O)[O-])cc2[N+](=O)[O-])cc1,3.66µM*,16.9%,2.91µM*
Cc1ccc(-n2c(=O)c3oc4ccccc4c3n(Cc3cccc(F)c3)c2=O)cc1C,25.9µM*,0.0%,?
CC1(C)Cc2c(cnn2-c2cccc(F)c2)C(NC(=O)c2cc[n+]([O-])cc2)C1 (stereo not given),15.0%,0.2%,-4.8%
CCOC(=O)Cc1nnc2c(Nc3ccc(C)cc3)nc3nonc3n12,-22.8%,9.1%,-20.3%
NNC(=O)c1ccc(-c2cccc([N+](=O)[O-])c2)o1,?,-2.7%,-9.6%
S=C(NCc1cccs1)NCC1CCCO1 (stereo not given),26.9%,2.7%,-8.0%
Cc1csc2ncnc(NNC(=O)c3ccc(Cl)cc3)c12,?,2.9%,10.3µM*
O=C(Nc1ccc(Cl)cc1C(=O)N1CCCCC1)c1ccco1,13.6%,.,8.5%
Cc1ccccc1NC(=O)c1ccc([N+](=O)[O-])o1,?,3.6%,11.6µM*
CCc1ccccc1NC(=O)CSC1=C(C#N)C(c2ccc(O)c(OC)c2)C2=C(CCCC2=O)N1 (stereo not given),20.6µM*,4.4%,23.1µM*
CC(=O)NC12CC3CC(C1)CC(C(=O)N(C)CC(=O)Nc1ccccc1Cl)(C3)C2,13.7%,4.2%[0.505 µM],-24.6%
COc1cc(NC(=S)NN2CCOCC2)cc(OC)c1,-12.6%,.,4.1%
Cc1cc(=O)[nH]c(SCC(=O)NC2CCCCC2)n1,-1.5%,.,1.4%
CCCN1C(C(=O)c2ccccc2)=C(OC(=O)COc2ccccc2)c2ccccc2S1(=O)=O,4.11µM*,9.8%,4.11µM*
C/C(=N\N=C(/N)SC1CC(=O)N(c2ccc(Br)cc2)C1=O)c1cccs1 (stereo not given),0.7%,7.8%,-5.5%
COc1ccccc1NC(=O)COC(=O)c1ccccc1SCC(=O)N1CCCC1,-18.2%,.,-5.4%
COCCCn1c(C)cc(C(=O)COC(=O)C23CC4CC(CC(O)(C4)C2)C3)c1C,3.4%,4.3%,?
Cc1cc(C(=O)NNC(=O)Cc2ccc(Cl)c(Cl)c2)c(C)o1,-16.8%,0.5%,-6.3%
C[C@H](/C=C/[C@H](C)C(C)(C)O)[C@H]1CC[C@H]2/C(=C/C=C3C[C@@H](O)C[C@H](O)C3)CCC[C@]12C,-26.8%,.,-14.5%
COC(=O)CN1C(=O)[C@H]2[C@@H](/C=C/c3ccccc3)N3C(=O)CN(Cc4ccc(-c5ccccc5)cc4)C(=O)[C@@]3(C)[C@H]2C1=O,25.9µM*,1.8%,?
Cc1cc(C)c(C)c(S(=O)(=O)N2CCN(CC(=O)NC(=O)NCc3ccccc3)CC2)c1C,-6.0%,9.4%,?
c1ccc(-n2cnc3cc(NCc4ccncc4)ccc32)cc1,?,13.7%,?
CCN(CC)CCNC(=O)c1cn(CC)c2ccc(S(=O)(=O)N3CCOCC3)cc2c1=O,4.1%&0.2%,4.2%&-2.3%,-1.5%&-22.7%
C[C@@H]1CN([C@@H](C)CO)C(=O)CCCn2nncc2CO[C@@H]1CN(C)S(=O)(=O)c1ccccc1F,6.7%,.,-18.6%
CC[N+]1(CC(=O)c2ccc(Cl)cc2)CCCCC1,7.7%,.,-0.5%
COc1ccc(NC(=O)Nc2cccnc2)cc1,-11.9%,5.3%,?
Cc1ccc(C(=O)NNC(=O)c2ccc(-n3cncn3)c([N+](=O)[O-])c2)cc1,-0.3%,6.9%,-5.5%
CC(C)(C)c1ccc(S(=O)(=O)N2CCc3nc4ccccc4c(C(=O)O)c3C2)cc1,4.9%,.,-0.6%
CCOC(=O)/C(C#N)=C(/C)c1ccc(OC)cc1,-4.0%,2.1%,0.8%
CCCC(=O)c1c(NC)cc(C)oc1=O,-5.7%,-1.0%,-4.4%
CCN1CCN(c2ccc(S(=O)(=O)N3CCOCC3)cc2NC(=O)C2CCC(C(C)(C)C)CC2)CC1 (stereo not given),?,.,?
Cc1cccc(NC(=S)N2CCCC(c3nc4ccccc4[nH]3)C2)c1 (stereo not given),-26.0%,5.3%,7.8%
COc1cccc(/C=N/n2c(SC)nnc2-c2ccccc2)c1OC,?,3.8%,?
Cc1ccc(CNC(=O)Cn2c(=O)n(-c3cccc(Cl)c3)c(=O)c3sc4ccccc4c32)cc1,?,1.3%,?
Cc1ccc(S(=O)(=O)N2CCN(C(=O)COC(=O)CCc3ccccc3)CC2)c(C)c1,-9.6%,-3.2%,-24.3%
Cc1ccc(-n2ccnc2SCC(=O)O)cc1C,-9.9%,4.2%,8.5%
Cc1cc(C(F)F)n2ncc(C(=O)O)c2n1,-0.1%,-4.1%,-0.2%
O=C(Nc1ccc2ncccc2c1)c1ccccc1,?,.,?
CCOC(=O)c1c(C)[nH]c(C)c1S(=O)(=O)NCC1CCN(Cc2cccc(F)c2)CC1,-2.9%,0.5%,-20.8%
Cc1ccc(-n2ncc3c(=O)n(CC#N)cnc32)cc1C,3.8%,5.7%,-27.0%
CN1CCN(CC(=O)Nc2ccccc2C(F)(F)F)CC1,-6.5%,.,1.0%
CCOC(=O)NNC(=O)NCCCCCCNC(=O)NNC(=O)OCC,-8.1%,.,-5.6%
Cc1ccc(NCc2cccnc2)c(Br)c1,0.0%,-3.8%,-16.9%
O=C(CSc1nc2ccccc2s1)NCc1ccc2c(c1)OCO2,-0.3%,0.0%,-17.1%
CCCn1c(=O)sc2cc(NC(=O)c3ccccc3Cl)ccc21,20.6µM*,2.5%,?
CC(=O)NC(CC(=O)NCC(=O)Nc1ccc(F)c(F)c1)c1ccccc1 (stereo not given),?,6.1%,-15.6%
CCOC(=O)CSc1ccc2nnc(-c3ccccc3)n2n1,3.0%,3.1%,-20.0%

# For convenience, some entries already given:
SMILES,TDP1 cell CPT,TDP1 inh,DT40 TDP1 no CPT
Cc1cccc(NC(=S)N2CCCC(c3nc4ccccc4[nH]3)C2)c1 (stereo not given),-26.0%,5.3%,7.8%
COc1cccc(/C=N/n2c(SC)nnc2-c2ccccc2)c1OC,?,3.8%,?

# Later entries
SMILES,TDP1 cell CPT,TDP1 inh,DT40 TDP1 no CPT
CCCCc1nc2ccccc2[nH]1,14.7%,2.6%,-19.9%
Cc1c(C(=O)NCCN(C)C)oc2ccc(S(=O)(=O)N3CCCC3)cc12,1.9%,2.9%,-8.7%
CCOc1ccc(NC(=O)CCc2c(C)noc2C)cc1OC,1.9%,1.2%,0.0%
O=C(Cn1c(-c2cccs2)cc2cc(Cl)ccc21)N1CCCCC1,?,3.7%,?
COCCNC(=O)C1CCN(C(=O)c2cc3sccc3n2Cc2ccc(F)cc2)CC1,?,0.0%,?
N/C(=N\S(=O)(=O)c1cc(C(F)(F)F)cc(C(F)(F)F)c1)c1cccs1,?,5.7%,?
CC(CS(=O)(=O)c1ccccc1[N+](=O)[O-])N1CCOCC1 (stereo not given),-4.9%,2.5%,5.1%
CCCN(CCC)CCCNC(=O)C1CCCN(Cc2nc(-c3ccc(Cl)cc3)oc2C)C1 (stereo not given),11.6µM*,0.0%,9.2µM*
Cn1c(SCC(=O)N2CCOCC2)nc2c(c1=O)SCC2,-1.6%,7.4%,-9.8%
CCCNS(=O)(=O)c1ccc(CCC(=O)NCc2ccc3c(c2)OCO3)cc1,-21.0%,0.0%,-18.5%
Cc1cc(=O)n2c(n1)NC(Nc1cccc(C)c1C)=NC2c1ccc(F)cc1 (stereo not given),24.0%,1.9%,-10.9%
Cc1ccc(CSc2nnnn2C)cc1,-8.3%,0.0%,-20.9%
CN(C(=O)c1ccncc1)C1CC(C)(C)N(O)C(C)(C)C1,-0.7%,8.0%,-22.9%
CCCCn1nc(NC(=O)c2cccs2)c2cc3cc(OC)ccc3nc21,18.4µM*,.,23.1µM*
Cc1csc(N(C(=O)c2ccc(S(=O)(=O)N(C)C)cc2)c2ccccc2)n1,-21.7%,0.9%,-25.6%
CCOc1ccccc1N1CCN(C(=O)CNC(=O)c2ccc(OC)c(OC)c2)CC1,4.0%,8.0%[0.0935 µM],?
CN(c1ccccc1)S(=O)(=O)c1cccc(NC(=O)COc2ccccc2)c1,?,-0.3%[56.1 µM],?
Cc1ccc(Oc2cc(NC(=O)CCCn3nc([N+](=O)[O-])cc3C)cc([N+](=O)[O-])c2)cc1,?,6.9%,?
COC(=O)c1ccccc1NC(=O)NCc1c(C)nn(C)c1C,-27.6%,5.7%,?
O=c1[nH]c(/C(Cl)=C/c2c(F)cccc2Cl)nc2cc(Cl)ccc12,-14.5%,0.6%,?
COc1ccc(NC(=O)CN2CCN(CC(=O)Nc3ccccc3Cl)CC2)cc1Cl,14.6µM*,3.2%,11.6µM*
COCCn1c(SCC(=O)N2CCC(C)CC2)nc2c([nH]c3ccccc32)c1=O,?,-1.6%,?
CCC(=O)Nc1c(-c2ccc(Cl)cc2)c(=O)c2ccccc2n1C,-1.6%,.,10.6%
Cc1nc2ccccn2c1C(=O)N/N=C/c1cc(C)n(-c2ccc(Br)cc2)c1C,18.4µM*,8.7%,20.6µM*
CCNc1ncc2nc(CCc3ccccc3)c(=O)n(C3CC3)c2n1,9.2%,.,-19.3%
CCn1c2c(c3cc(C(=O)O)ccc31)CCCC2=O,?,0.0%,25.9µM*
COc1ccccc1CNC(=O)C1CCN(S(=O)(=O)N2CC(C)CC(C)C2)CC1 (stereo not given),?,0.0%,?
CCN(CC)C(=O)[C@H]1CC(CC(=O)NCCCN(C)C)C(=O)N2CCc3c([nH]c4ccccc34)[C@]12C (stereo not given in full),3.9%,-0.2%,0.6%
COc1ccc(CCNC(=O)C(=O)NCc2cccs2)cc1OC,?,0.0%,29.1µM*
c1ccc(-c2cc3nc(NCC4CC4)nc(NCC4CCCCC4)c3s2)cc1,4.61µM*,.,2.91µM*
O=C1CCC([N+](=O)[O-])C(c2cc3c(cc2Br)OCO3)N1 (stereo not given),8.0%,0.0%,4.9%
